Screening data: PubChem, ICCB-Longwood Screening Facility, Harvard Medical School
PV pol inh: poliovirus RNA polymerase inhibition; % elongation, % (compound at 16.7 µg/mL); 0.66% of 150,000 active; P03300; poliovirus polymerase elongation, fluorescence polarization; active compounds read low; AID 588519; in the data active means % elongation below about 90%; further: some results filed as inactive read as strong as hits
Target sequence (P03300 1749-2209 limits assumed): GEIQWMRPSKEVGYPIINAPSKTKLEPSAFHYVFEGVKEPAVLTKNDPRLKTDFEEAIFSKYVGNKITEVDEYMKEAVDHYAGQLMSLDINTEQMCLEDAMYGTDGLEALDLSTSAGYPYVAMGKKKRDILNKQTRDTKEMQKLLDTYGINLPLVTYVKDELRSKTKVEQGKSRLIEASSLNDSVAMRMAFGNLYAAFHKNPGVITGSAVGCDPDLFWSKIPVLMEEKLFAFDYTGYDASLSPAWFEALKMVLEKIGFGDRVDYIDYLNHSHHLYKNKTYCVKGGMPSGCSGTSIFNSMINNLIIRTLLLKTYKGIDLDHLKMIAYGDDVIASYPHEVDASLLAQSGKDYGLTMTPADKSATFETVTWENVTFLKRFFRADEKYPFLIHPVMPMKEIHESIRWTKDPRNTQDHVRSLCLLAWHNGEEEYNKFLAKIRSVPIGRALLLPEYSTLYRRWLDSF
PV pol inh FP z-score: recorded beside PV pol inh, whose call it bears; z-score; measured here: FP z-score; hits read low
The depositor's hits bear a star; & = joins results of further samples.

SMILES	PV pol inh	PV pol inh FP z-score
CC(C)N1CC(O)=C(c2nc3ccccc3[nH]2)C1=N	105	0.4
COc1cc(NC(=O)Cn2c(=O)n(CC3CCCO3)c(=O)c3ccccc32)cc(OC)c1 (stereo not given)	107	0.3
Cc1cc(C)cc(Oc2c(F)c(F)c(F)c(F)c2F)c1	103	0.4
Fc1ccc(-c2nn(-c3ccccc3Cl)c3c2cnc2ccccc23)cc1	114	1.9
Cc1nnc(SCC(=O)NCc2ccc(N(C)C)cc2)c2nn(-c3ccccc3)c(C)c12	102	-0.6
COC(=O)c1sccc1S(=O)(=O)N(CC(=O)Nc1cc(C)cc(C)c1)c1ccc(Cl)cc1	104	-0.5
CCc1ccc(N2COc3ccc4cc(C(=O)OC)c(=O)oc4c3C2)cc1	98	-0.6
Cc1n[nH]c(=O)c2c(NC(=O)COC(=O)C3CC4CCCC(C3)C4=O)oc(C)c12 (stereo not given)	101	-0.3
Brc1ccc(-c2ccc(Br)s2)s1	107	0.5
Cc1ccccc1C(=O)N1CCC(C(=O)NC2CCCCCC2)CC1	101	0.1
O=C(COC(=O)c1c2c(nc3ccccc13)CCCC2)c1ccco1	102	-0.1
Cc1ccc2oc(=O)c3cnn(CC(=O)N(C)Cc4ccccc4)c3c2c1	102	0.3
O=C1CCSC2=C1CS(=O)(=O)c1ccc(Cl)cc12	102	-0.1
CCOC(=O)c1cnc2c(S(=O)(=O)C(C)C)csc2c1Sc1ccc(Cl)cc1	107	0.6
COc1cc(C2c3c(oc4ccccc4c3=O)C(=O)N2c2nnc(C(C)C)s2)cc(OC)c1OC (stereo not given)	108	1
COc1ccc(NC(=O)Cn2c(=O)n(Cc3ccccc3Cl)c(=O)c3cc(OC)c(OC)cc32)cc1OC	109	0.2
Cc1ccc(CC(=O)O)cc1C	104	0.2
CCOc1ccc(NC(=O)Cn2c(=O)n(CCc3ccccc3)c(=O)c3c4c(sc32)CCCC4)cc1	106	0.1
COc1ccccc1CNC(=O)CSc1ccc(-c2sc(-c3ccccc3)nc2C)nn1	102	-0.5
CCc1ccc(N2C(=O)CSC23C(=O)N(C)c2ccccc23)cc1 (stereo not given)	101	-0.2
CCCCN(C)c1nc2c(S(=O)(=O)c3ccc(CC)cc3)nnn2c2ccc(Cl)cc12	103	-0.5
O=c1[nH]c2ccccc2c2cn(-c3ccccc3)nc12	99	-0.2
COc1ccc(CCN2C(=O)CC(N3CCN(C)CC3)C2=O)cc1OC (stereo not given)	103	0
CC(C)N1CCc2c(sc(N)c2C(N)=O)C1	69	-8.4
Cc1csc2c(N3CCN(C(=O)NC(C)(C)C)CC3)ncnc12	105	0.2
CCCCCCC1CC=C(C(=O)O)CC1 (stereo not given)	100	-0.9
Cc1noc(N)c1C(=O)OCc1ccc(COC(=O)c2c(C)noc2N)cc1	117	2.2
Cc1ccc(OCC(=O)Nc2cccc(C(=O)OCc3cc(=O)n4cc(C)sc4n3)c2)cc1	113	1.7
CCn1c(C(=O)NCCCc2ccccc2)cc2oc3ccccc3c21	103	0.4
O=C(Nc1c2c(nn1-c1ccccc1)CS(=O)C2)c1ccccc1 (stereo not given)	101	0.3
CCC1C(=O)C2=C(CC(C)(C)CC2=O)N(c2ccc(OC)cc2)C1c1ccccc1 (stereo not given)	104	0
O=C(Cn1nnc(-c2ccc(Cl)cc2)n1)NCc1ccc(F)cc1	106	0.4
Cc1cc(=O)n(CNC(=O)c2ccco2)cn1	104	0.2
COc1ccc(/C=N/NC(=O)c2ccccc2)cc1OC	99	-0.3
COc1cc(S(=O)(=O)n2cnc3cc(C)c(C)cc32)ccc1Cl	104	0.5
Cc1ccc2c(CC(=O)N3CCSC3=Nc3ccccc3C)coc2c1	105	0.6
CC(=O)n1c(/C=C2\C=c3cccc(C)c3=NC2=O)c(O)[nH]c1=S	99	-0.3
CC1=C(C#N)C(c2ccc(O)cc2)C2=C(CCCC2=O)N1 (stereo not given)	103	0.2
O=C1c2ccccc2C(=O)N1CCSc1nnc(Cc2cccs2)n1CCc1ccccc1	103	0
CCN(CC)c1ccc(NC(=O)C2COc3ccc(OC)cc3C2)c(C)c1 (stereo not given)	115	1.9

A section from further up, for reference:
SMILES	PV pol inh	PV pol inh FP z-score
COc1ccc(CCN2C(=O)CC(N3CCN(C)CC3)C2=O)cc1OC (stereo not given)	103	0
CC(C)N1CCc2c(sc(N)c2C(N)=O)C1	69	-8.4
Cc1csc2c(N3CCN(C(=O)NC(C)(C)C)CC3)ncnc12	105	0.2
CCCCCCC1CC=C(C(=O)O)CC1 (stereo not given)	100	-0.9
Cc1noc(N)c1C(=O)OCc1ccc(COC(=O)c2c(C)noc2N)cc1	117	2.2
Cc1ccc(OCC(=O)Nc2cccc(C(=O)OCc3cc(=O)n4cc(C)sc4n3)c2)cc1	113	1.7
CCn1c(C(=O)NCCCc2ccccc2)cc2oc3ccccc3c21	103	0.4
O=C(Nc1c2c(nn1-c1ccccc1)CS(=O)C2)c1ccccc1 (stereo not given)	101	0.3
CCC1C(=O)C2=C(CC(C)(C)CC2=O)N(c2ccc(OC)cc2)C1c1ccccc1 (stereo not given)	104	0
O=C(Cn1nnc(-c2ccc(Cl)cc2)n1)NCc1ccc(F)cc1	106	0.4
Cc1cc(=O)n(CNC(=O)c2ccco2)cn1	104	0.2
COc1ccc(/C=N/NC(=O)c2ccccc2)cc1OC	99	-0.3
COc1cc(S(=O)(=O)n2cnc3cc(C)c(C)cc32)ccc1Cl	104	0.5
Cc1ccc2c(CC(=O)N3CCSC3=Nc3ccccc3C)coc2c1	105	0.6
CC(=O)n1c(/C=C2\C=c3cccc(C)c3=NC2=O)c(O)[nH]c1=S	99	-0.3
CC1=C(C#N)C(c2ccc(O)cc2)C2=C(CCCC2=O)N1 (stereo not given)	103	0.2
O=C1c2ccccc2C(=O)N1CCSc1nnc(Cc2cccs2)n1CCc1ccccc1	103	0
CCN(CC)c1ccc(NC(=O)C2COc3ccc(OC)cc3C2)c(C)c1 (stereo not given)	115	1.9

(next part)
SMILES	PV pol inh	PV pol inh FP z-score
C/C(=N/N=C1/NC(=O)CC(C(=O)O)S1)c1ccccc1 (stereo not given)	101	-0.3
O=C(OCn1nnc2ccccc2c1=O)C1CC(=O)N(Cc2ccco2)C1 (stereo not given)	100	-0.3
O=S(CCSc1nc2ccccc2s1)Cc1ccccc1 (stereo not given)	98	-0.4
Cc1ccc(C)c(N2CCN(C(=O)c3ccc4c(c3)N(Cc3ccc(F)cc3)C(=O)c3ccccc3S4=O)CC2)c1 (stereo not given)	108	0.3
O=C(CCS(=O)(=O)Cc1ccccc1)N1CCN(C(=O)c2ccco2)CC1	102	1.1
Cc1cc(C)nc(NC2=NCCN2C(=O)Nc2ccc(Cl)c(Cl)c2)n1	103	0.3
CC(=O)N1CCc2c(sc3c2c(=O)n(-c2ccc(C)cc2)c(=O)n3CC(=O)Nc2ccccc2)C1	107	0.8
COc1cc(/C=C/C(=O)OCc2c(C)noc2C)cc(S(=O)(=O)N2CCc3ccccc32)c1OC	102	-0.2
CCOc1ccccc1NC(=O)C(CC)Sc1nc2ncccc2[nH]1 (stereo not given)	111	0.2
Cc1nn(CC(=O)NC2CCCC2)c(=O)c2cccn12	101	-0.2
O=C(CCN1C(=O)COc2ccccc21)NCCCN1CCN(c2ccc(F)cc2)CC1	105	1.5
Cc1ccccc1OCCSc1nc2ccc(NC(=O)c3cccs3)cc2s1	105	-0.4
CCCCC(=O)C1CCC(c2ccc(Cl)cc2)CC1 (stereo not given)	107	0.3
COc1ccc(CNC(=O)CCn2c(=S)[nH]c3cc4c(cc3c2=O)OCO4)cc1	98	-1
Cc1cccc(Cn2nnc3c(=O)[nH]c(C4CCN(C(=O)c5ccccc5F)CC4)nc32)c1	104	-0.5
CC(=O)Oc1ccc(-c2nc3ccccc3c(=O)o2)cc1	102	0.1
CN(Cc1ccccc1)C(=O)C1CCCN1S(=O)(=O)c1ccc2c(c1)CCCC(=O)N2 (stereo not given)	100	-0.4
CN1CCOc2cc(S(=O)(=O)NC3CCCCNC3=O)ccc21 (stereo not given)	101	-0.2
CC(C)(C)C(=O)COC(=O)c1ccc2c(=O)n3c(nc2c1)CCCCC3	103	0.1
O=C(O)CCC(=O)Nc1ccccn1	98	-0.4
Cc1cccnc1NC(=O)c1ccc(S(=O)(=O)N2CCCCC2)cc1	106	0.5
CCOC(=O)C(C)C1(O)c2ccccc2-c2ncccc21 (stereo not given)	103	0.5
CC(NC(=O)Cc1ccsc1)c1ccc(S(N)(=O)=O)cc1 (stereo not given)	101	-0.4
COc1ccc(C2CC(c3ccccc3)n3ncnc3N2C(C)=O)cc1 (stereo not given)	100	-0.9
CCOC(=O)c1nc(N2CCc3ccccc32)c2ccccc2n1	101	0.4
COC(=O)/C(C#N)=C/c1cccc(Br)c1	101	0
CO/N=C/C1=C(Sc2nc3ccccc3s2)CCCC1	102	0.1
CCCc1[nH][nH]c(=O)c1C(c1ccc(Cl)cc1)C(C#N)C#N (stereo not given)	101	-0.5
CCCNC(=O)c1ccc2c(c1)N(Cc1cccc(C)c1)C(=O)c1ccccc1S2	102	-1.3
COc1ccc(/C=N/N2C(=O)C3C4C=CC(C4)C3C2=O)cc1Br (stereo not given)	101	0.2
CC(=O)Nc1ccc(NC(=O)CC(NC(C)=O)c2ccccc2)cc1 (stereo not given)	105	0.4
Cc1cc(Cl)ccc1OCC(=O)Nc1sc2c(c1C#N)CCC2	80*	-2.1*
CCOC(=O)c1c(C)[nH]c(C)c1S(=O)(=O)N(C)CC(=O)N1CCN(c2ccccc2)CC1	102	-0.3
CCC(C)N1CCN(C(=O)C(c2ccccc2)c2ccccc2)CC1 (stereo not given)	96	-0.9
Cc1cc(OCC(=O)N(Cc2sccc2C)C2CCS(=O)(=O)C2)ccc1Cl (stereo not given)	120	0.4
Cc1cccc(CN2CCC(CNC(=O)COc3cc(=O)n(C)c4ccccc34)CC2)c1	103	1.9
O=C(CN1CCc2ccccc21)NC(=O)Nc1ccc2c(c1)OCCO2	103	0.1
COc1ccc(C(=O)Nc2ccc3nc(N4CCCCC4)cc(C)c3c2)c(OC)c1	99	-0.6
CC1(C)CC(NCc2cn(CCC#N)nc2-c2ccccc2)CC(C)(C)N1	100	-0.3
CCOC(=O)N1CCN(Cn2nc(-c3ccc(Cl)cc3)n(Cc3ccccc3)c2=S)CC1	101	0.1

Sorted by length of the SMILES (ascending): part of the list above.
SMILES	PV pol inh	PV pol inh FP z-score
CCC(C)N1CCN(C(=O)C(c2ccccc2)c2ccccc2)CC1 (stereo not given)	96	-0.9
O=C(CN1CCc2ccccc21)NC(=O)Nc1ccc2c(c1)OCCO2	103	0.1
CC1(C)CC(NCc2cn(CCC#N)nc2-c2ccccc2)CC(C)(C)N1	100	-0.3

More records follow.
SMILES	PV pol inh	PV pol inh FP z-score
CC(C)(C)c1ccc(-c2noc(CSc3n[nH]c(=O)n3-c3cccnc3)n2)cc1	107	0.4
CN(C)[C@@H]1C(=O)C(C(N)=O)=C(O)[C@@]2(O)C(=O)C3=C(O)c4c(O)cccc4[C@@](C)(O)[C@H]3C[C@@H]12	99&98	-0.1&-0.4
CC1CCN(S(=O)(=O)c2ccc3nc(NCc4ccc(N(C)C)cc4)ccc3c2)CC1	102	-1
Cc1ccc(N2CCN(C(=O)C3CCN(S(=O)(=O)c4ccc5c(c4)oc(=O)n5C)CC3)CC2C)cc1 (stereo not given)	108	0.1
Cc1ccccc1OC(C)C(=O)NCc1ccccc1 (stereo not given)	98	-1.4
Cc1ccc(C(=O)Oc2c(S(=O)(=O)c3ccccc3)c(C)nn2-c2ccccc2)cc1	110	0.5
CCCNC(=O)c1oc2ccc3c(c2c1C)C(=O)CC(C)(C)O3	105	0.9
COc1ccc(N=Cc2ccccc2OCc2ccccc2)cc1	103	0
O=C(CN1C(=O)COc2ccc(Cl)cc21)N1CCCC1	104	0.4
CC1(C)OC2C(O1)[C@@H](CO)O[C@H]2n1cnc2c(N)ncnc21 (stereo not given in full)	103	0.7
COc1ccc(C(N)=CC(=O)C(C)(C)C)cc1	99	-0.2
COc1ccc(CN(CCN(C)C)c2ncccn2)cc1	100	0.1
CCc1ccc(CNC(=O)C2COc3ccccc3C2)cc1 (stereo not given)	107	0.1
O=C(CSc1ccccc1)N1CCCCC1	101	0.1
O=C(Nc1ccccc1C(F)(F)F)C1Sc2nnc(-c3ccccc3)n2NC1c1ccc(F)cc1 (stereo not given)	101	-0.1
O=C1CNc2c(c(=O)oc3ccccc23)N1	102	0
Cc1cccc(-c2ocnc2C(=O)N2CCN(C(=O)c3cccs3)CC2)c1	104	0.8
O=C(OCc1ccc2c(c1)OCO2)c1cc2ccccc2oc1=O	101	0.3
O=S(=O)(/N=C(\N=C1CCN(c2ccccc2)N1)c1ccccc1)c1ccccc1	106	0.4
CCCCOc1cccc(C(=O)N(Cc2cccs2)c2ccc(OC)cc2)c1	104	-0.2
NC(=O)C1CC(O)CN1c1nc(-c2cccnc2)nc2ccccc12 (stereo not given)	104	0.2
COc1ccc(-c2cc(C(=O)N3CCCC3)no2)cc1S(=O)(=O)N1CCOCC1	100	-0.3
S=c1[nH]nc(-c2cccnc2)n1/N=C/C=C/c1ccco1	97	-0.6
CN(C)C=NC(=O)CN1CCCC1=O	104	0.7
COc1ccc(/C=N/c2oc(-c3cccs3)c(-c3cccs3)c2C#N)cc1	106	0.5
CC(=O)NS(=O)(=O)c1ccc(N2C(=O)CC(Sc3nccc(C)n3)C2=O)cc1 (stereo not given)	105	1
O=C(/C=C/c1ccccc1)N1CCN(c2ccc(N3CCCCC3)nn2)CC1	101	-0.5
O=C(Oc1ccc(C=Nc2ccc(F)cc2)cc1)c1cccs1	107	0.5
CCCSc1nc2c(c(=O)n1CC)SC(C)C2 (stereo not given)	101	-0.2
Oc1ccccc1OCCCCCOc1ccccc1O	101	0
COc1cc(/C=C(\C#N)c2nc3ccccc3[nH]2)ccc1OCc1cccc(C(F)(F)F)c1	99	-0.8
N#Cc1c(C(F)(F)F)cc(-c2ccccc2)nc1SCC(=O)N1CCCCC1	103	0.5
O=c1c(Cl)c(NCCc2ccccc2)cnn1-c1ccccc1	100	-0.1
O=C1CC(C(=O)Nc2ccccc2)N=C(Nc2nc3ccccc3s2)N1 (stereo not given)	101	0
O=C1OC(c2ccccc2)/C(=C(\O)c2ccccc2)C1=O (stereo not given)	99	-0.9
Cc1nn(CC(=O)N2CCCC2)c(=O)c2nn(-c3ccccc3)c(C)c12	106	0.7
Cc1sc2nc(C(=O)Oc3ccc(F)cc3)cc(N)c2c1C	103	0.2
NC(=O)c1ccc(NC(=O)COC(=O)CCN2C(=O)c3ccccc3C2=O)cc1	105	0

These rows are one share of the data; rates above refer to the full screens.
